High-throughput results: PubChem, Sanford-Burnham Center for Chemical Genomics
TAG inh = inhibitors of triacylglycerol accumulation, primary screen, cell-based, uHTS, fluorescence, H9c2; H9c2 cells, Nile Red lipid (TAG) fluorescence; cells loaded with 200 µM oleic acid; inhibition, % at 12.5 µM; 230,000 compounds, 0.66% hits;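 active = pattern-corrected inhibition of lipid staining of at least 50% with the nuclear-stain viability signal not falling by more than 50%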;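 note: 0% = DMSO wells and 100% = triacsin C control wells; some results filed as inactive read as strong as hits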
TAG inh DAPI viability = recorded beside TAG inh, whose call it bears; DAPI nuclei signal change (viability), lower = more cytotoxic, %;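 whole-well DAPI fluorescence read on a plate reader as a viability signal; minus 50 percent equals half of cells still viable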
The depositor's hits bear a star; i = inactive.

Each structure is followed by: TAG inh | TAG inh DAPI viability
O=C(NC1CC1)c1ccc(-c2cnc3cccnn23)cc1
    -2 | 6
CCn1c(SCc2ccccc2Cl)nc2ccccc21
    -40 | 0
CC(C)Cn1cnc2c(c(-c3ccccc3)c(-c3ccccc3)n2Cc2ccco2)c1=N
    11 | 16
COC(=O)[C@@]1(Cc2ccccc2)[C@H]2C(=O)N(C)C(=O)[C@H]2[C@H]2CN=C(SCc3ccc(C#N)cc3)N21
    4 | 2
N#Cc1c(-c2ccc(Cl)cc2)c(-c2ccc(Cl)cc2)nn(CCOC(=O)CCC(=O)O)c1=O
    -3 | -3
CCOC(=O)C(=O)Nc1sc(C(=O)N(CC)CC)c(C)c1C#N
    19 | -8
CCc1nc2ccc(C(=O)N3CCN(C(C)=O)CC3)cn2c1N(C=O)Cc1ccc(OC)cc1
    0 | 21
Cn1c(-c2ccc[nH]c2=O)nc2cc(Cl)ccc21
    0 | 3
COc1ccc(S(=O)(=O)N2CCCCCC2)cc1NC(=O)CCCOc1ccccc1
    0 | -2
CC(C)CNC(=O)C1(C)CCCN1Cc1ccc(S(C)(=O)=O)cc1 (configuration not stated)
    4 | 3
Cn1nnnc1SCC(=O)Nc1ccc(Cl)cn1
    -1 | 5
NC(=O)CC(NC(=O)c1cccc(Br)c1)c1ccc(NC2CCC2)c([N+](=O)[O-])c1 (configuration not stated)
    -30 | -1
CC[n+]1c(C)sc2c(C)cc(C)cc21
    -5 | 6
NS(=O)(=O)c1ccc(CNC(=O)/C=C/c2ccccc2[N+](=O)[O-])cc1
    -13 | -8
COC(=O)C1=C(C)N(Cc2ccccc2)C(=NCCc2c[nH]c3ccccc23)N[C@H]1c1ccccc1
    19 | 20

(continued)
Each structure is followed by: TAG inh | TAG inh DAPI viability
O=C(NCc1ccncc1)c1ccc(S(=O)(=O)Nc2ccccc2)cc1
    0 | 4
CCn1c(SCC(=O)NCC2CCCO2)nc2c(c1=O)SC(C)C2 (configuration not stated)
    4 | -2
C=CCc1ccc(OCCOc2cccc(/C=N/n3cnnc3)c2)c(OC)c1
    -5 | 13
O=C1C(=O)N(CNc2ccccn2)c2ccccc21
    59* | -27*
Cc1n[nH]c(C)c1S(=O)(=O)N1CCCC(C(=O)N2CCc3ccccc32)C1 (configuration not stated)
    6 | 6
CN(Cc1ccccc1)C(=O)COC(=O)c1cc([N+](=O)[O-])ccc1N1CCOCC1
    -7 | 5
CCc1nc(SCC(=O)N2CCCCC2)c2c(=O)n(C)c(=O)n(C)c2n1
    4 | -5
O=C(N=Nc1c(O)[nH]c2ccc([N+](=O)[O-])cc12)c1ccccc1[N+](=O)[O-]
    -8 | 72
CC(C)(C)n1nnnc1CN(Cc1ccco1)Cc1cc2cc3c(cc2[nH]c1=O)OCO3
    1 | 9
COc1ccccc1NC(=O)c1cc(S(=O)(=O)N2CCCC2)cn1C
    -3 | 5
COc1ccc(OC)c(-c2cc(C(=O)Nc3ccc(F)cc3F)no2)c1
    -20 | 11
CCOc1ccc(N(CC(=O)NCCC2=CCCCC2)S(=O)(=O)c2ccccc2)cc1
    -1 | -9
Cc1ccc(OC(C)C(=O)Nc2ccncc2)cc1C (configuration not stated)
    -36 | 6
CC(C)(C)c1cc(C2COC(=O)COCCOCC(=O)OCCOCCO2)cc(C(C)(C)C)c1O (configuration not stated)
    -5 | 1
O=[N+]([O-])c1ccc(C[n+]2cc(-c3ccccc3)n3c2CCCCC3)cc1
    -18 | 5

(cont.)
Each structure is followed by: TAG inh | TAG inh DAPI viability
CCOC(=O)C1(Cc2ccccc2)CCCN(Cc2cccc(C(C)=O)c2)C1 (configuration not stated)
    -17 | 2
CCCCn1c(CNC(=O)C(C)(C)C)nc2ccccc21
    4 | -7
COc1ccc(N2CCN(C(CNC(C)=O)c3ccco3)CC2)cc1 (configuration not stated)
    -2 | 8
COc1ccc(C2/C(=C(/O)c3ccc(C)cc3)C(=O)C(=O)N2C)c(OC)c1 (configuration not stated)
    7 | -2
Cc1ccc(C)c2c1sc(=NC(=O)CN1C(=O)CCC1=O)n2C
    10 | -2
CCCC(=O)N1CCN(c2nc(CC(C)C)c3c(c2C#N)CCC3)CC1
    -9 | 4
CN1CCC(N(C)C(=O)NC2CCCCC2)CC1
    -5 | 5
CCN(CC(=O)Nc1c(F)cccc1F)C(=O)c1ccc(C(=O)c2ccccc2)cc1
    6 | -10
C=CSc1sc(Cl)c(N(C)C)c1[N+](=O)[O-]
    -3 | 14
Cn1cc(CN2CCN(CCc3ccccc3)C(CCO)C2)cn1 (configuration not stated)
    2 | 3
CCOC(=O)C1(CCOC)CCN(Cc2ccc(C3CCCCO3)s2)CC1 (configuration not stated)
    -3 | -4
CCOC(=O)c1c(N)sc(C(=O)N(C)C)c1C
    -10 | 10
CCOc1ncccc1C(=O)N1CCCSC1=Nc1ccccc1OC
    2 | -12
Cc1cccn2c(CN3CCSCC3)c(C(=O)N3CCOCC3)nc12
    0 | 1
COc1cccc(CC(=O)Nc2ccc(N3CCOCC3)c(S(=O)(=O)Nc3ccccc3OC)c2)c1
    5 | -1

(cont.)
Each structure is followed by: TAG inh | TAG inh DAPI viability
Cc1nn(-c2ccccc2)c2nc(=O)n(-c3ccccc3)cc12
    -3 | 3
COc1ccccc1NS(=O)(=O)c1cc(C(=O)N2CCCCCCC2)ccc1C
    2 | -1
COC(=O)C[C@H]1C[C@H]2c3cc(NC(=O)Nc4ccc(C(F)(F)F)cc4)ccc3O[C@H]2[C@@H](CO)O1
    1 | 15
C=CCn1c(C(C)NC(=O)c2cccc(C)c2)n[nH]c1=S (configuration not stated)
    -4 | 8
CCCOc1ccc(C(=O)CCCC(=O)c2ccc(OCCC)cc2)cc1
    0 | 5
C=CCOc1ccc(CNC(C)(C)CO)cc1OC
    -8 | 4
CC(C#N)(NC(=O)CN1CCN(S(=O)(=O)c2ccccc2C#N)CC1)C1CC1 (configuration not stated)
    0 | 2
Cc1ccc(C)c(OCC(=O)Nc2ccccc2C(=O)N2CCN(C)CC2)c1
    2 | 6
COC(=O)c1ccccc1NC(=O)C1CCCN(c2nnc(-n3cccc3)s2)C1 (configuration not stated)
    2 | 2
O=C(NC(c1ccc(F)cc1)c1ccc2ccccc2n1)C1CCN(CCOc2ccc(Cl)cc2)CC1 (configuration not stated)
    -7 | 18
CC(=O)Nc1ccc(S(=O)(=O)Nc2ccc3c(c2)OCCO3)cc1Cl
    -13 | 7
COC(=O)CCC(=O)Nc1ccc(S(=O)(=O)N2CCc3ccccc32)cc1
    6 | 2
CCN(CC)S(=O)(=O)c1ccc(NC(=S)NC(=O)C2CCC2)cc1
    1 | 1
CC(CC(=O)OCC(=O)NC1CCS(=O)(=O)C1)c1ccccc1 (configuration not stated)
    -1 | -1
CCOc1ccc(C)cc1-n1nc2ccccc2n1
    -6 | -1

Carrying on:
Each structure is followed by: TAG inh | TAG inh DAPI viability
Cn1nc(C(F)(F)F)c(-c2ccccc2)c1N
    -11 | 1
COc1ccccc1CCC(=O)OCC(=O)Nc1ccc(S(N)(=O)=O)cc1
    7 | 7
COC(=O)c1c(NC(=O)COC(=O)CCNS(=O)(=O)c2ccccc2)sc(C)c1C
    12 | -2
COc1ccc(C)cc1NC(=O)C1CCCN1S(=O)(=O)c1ccccc1F (configuration not stated)
    6 | -3
Cc1nc2c(C#N)cnn2c2c1CCN(Cc1ccccc1)N2C
    -44 | -1
O=C(Nc1c(Br)cc2c(c1Br)Cc1cc([N+](=O)[O-])ccc1-2)C(Cl)Cl
    43 | -3
COc1ccc(C(=O)N/C(=C\c2ccccc2)C(=O)NC(CCSC)C(=O)O)cc1 (configuration not stated)
    -2 | 10
Cc1onc(-c2ccccc2)c1NC(=O)N(Cc1ccccc1)C(C)C
    9 | 3
COc1cccc(C2c3cc4c(cc3OC(N3CCOCC3)C2C)OCO4)c1O (configuration not stated)
    -8 | -2
COc1ccc(CCN2C(=O)CSC2=Nc2ccc(C(C)C)cc2)cc1OC
    -5 | -12
CCN(CC(=O)Nc1c(F)cccc1F)C(=O)CNC(=O)c1ccc2ccccc2c1
    2 | -1
Cc1sc2nc(SCC(=O)NCc3cccs3)[nH]c(=O)c2c1C
    12 | -7
CCOC(=O)N1CCN(C(=O)c2ccc(C)c(S(=O)(=O)Nc3ccccc3)c2)CC1
    -4 | -4
CCCC(=O)NC(=S)Nc1sc2c(c1C(N)=O)CCC2
    3 | 4
CC(C)n1c(=N)c(C(=O)NCCc2ccccc2)cc2c(=O)n3ccccc3nc21
    24 | i

Next section.
Each structure is followed by: TAG inh | TAG inh DAPI viability
O=C1CCN(S(=O)(=O)c2ccccc2)CCN1CCOCc1ccc(Cl)cc1
    8 | 0
C=CCN=C1SC(C)C(=O)N1S(=O)(=O)c1ccccc1 (configuration not stated)
    -6 | -3
CCC(C)N1CC23C=CC(O2)C(C(=O)OCc2ccccc2)C3C1=O (configuration not stated)
    3 | -10
COc1cccc(-c2cnc(C(O)c3ccc(CN4CCCC4)cc3)[nH]2)c1 (configuration not stated)
    7 | 1
COc1ccc(/C=N/Nc2ccccc2C(=O)O)cc1Cn1cc([N+](=O)[O-])cn1
    2 | 6
Cc1cccc(NC(=O)CNC(=O)CCNC(=O)c2ccc(C(C)(C)C)cc2)c1C
    21 | -14
O=C(Nc1nccs1)[C@@H]1CCCN1S(=O)(=O)c1ccccc1F
    -4 | 6
COc1ccc(C2CC(c3ccccc3)=NN2c2ccccc2)c(C(=O)O)c1OC (configuration not stated)
    -3 | 6
CC1CCCCC1NC(=O)Cn1cnc2sccc2c1=O (configuration not stated)
    2 | -2
Cc1sc(NC(=O)CSc2nc(O)cc(=O)[nH]2)nc1-c1ccccc1
    7 | 1
CC(=O)c1cccc(OC(=O)c2ccc3c(=O)n4c(nc3c2)CCC4)c1
    -1 | -4
CCc1ccc2c(CN(CC)Cc3nc4ccccc4c(=O)[nH]3)cc(=O)oc2c1
    1 | -3
CNC[C@@H]1Oc2cc(Br)ccc2S(=O)(=O)N([C@@H](C)CO)C[C@@H]1C
    2 | -11
COC(=O)c1ccc(COC(=O)CNC(=O)c2cccc(OC)c2)o1
    -8 | 2
CCOC(=O)c1cnn(-c2ccc(NS(=O)(=O)c3ccc(Cl)cc3)cc2)c1C(F)(F)F
    4 | 6

Two successive records already listed:
Each structure is followed by: TAG inh | TAG inh DAPI viability
COC(=O)c1ccc(COC(=O)CNC(=O)c2cccc(OC)c2)o1
    -8 | 2
CCOC(=O)c1cnn(-c2ccc(NS(=O)(=O)c3ccc(Cl)cc3)cc2)c1C(F)(F)F
    4 | 6

Following part
Each structure is followed by: TAG inh | TAG inh DAPI viability
O=C(COc1ccc(F)cc1)Nc1nnc(C2CC2)s1
    3 | -4
CC1(C)Cc2c(c(N3CCOCC3)nc3sc(-c4ccc(C(=O)O)o4)c(N)c23)CO1
    22 | 26
CCCc1cc(=O)[nH]c(SCC(=O)Nc2ncc(S(=O)(=O)c3ccc([N+](=O)[O-])cc3)s2)n1
    6 | -5
S=C(NCc1ccco1)N1CCN(Cc2ccco2)CC1
    0 | -5
Cc1cc(C)cc(C(=O)NC(CC(N)=O)c2ccc(N3CCN(c4ccccc4)CC3)c([N+](=O)[O-])c2)c1 (configuration not stated)
    -2 | -14
O=C(Nc1ccc(Cl)c(Cl)c1)Nc1ccc(N2CCCC2)c(S(=O)(=O)Nc2ccccc2Cl)c1
    -4 | 5
Cn1c(=O)c2c(nc(Br)n2C)n(C)c1=O
    11 | -11
CCOC(=O)c1c(NC(=O)c2ccc(S(=O)(=O)N(C)CC3CCCO3)cc2)sc2c1CC(C)(C)NC2(C)C (configuration not stated)
    17 | 13
COCCCNC(=O)C1CC(=O)OC1c1ccc(OC)c(OC)c1 (configuration not stated)
    -3 | 30
Cn1nc(-c2ccc(C(=O)Nc3cccnc3)cc2)c2ccccc2c1=O
    10 | -3
Cc1cccc(NC(=O)COc2ccc(/C=N\n3cnnc3)cc2)c1
    -9 | -2
O=C(CNC(=O)c1sc2ccccc2c1Cl)OCc1ccccc1
    8 | 7
O=C(COC(=O)C1=Cc2ccccc2OC1)NCc1ccccc1
    -11 | 1
O=[N+]([O-])c1ccc(OCc2cnc(Cl)s2)c([N+](=O)[O-])c1
    -5 | 8
Cc1ccc(C(C)C)c(OCCNS(C)(=O)=O)c1
    -7 | -4

In a second layout: results already given.
> Cn1nc(-c2ccc(C(=O)Nc3cccnc3)cc2)c2ccccc2c1=O
- TAG inh: 10
- TAG inh DAPI viability: -3

> Cc1cccc(NC(=O)COc2ccc(/C=N\n3cnnc3)cc2)c1
- TAG inh: -9
- TAG inh DAPI viability: -2

> O=C(CNC(=O)c1sc2ccccc2c1Cl)OCc1ccccc1
- TAG inh: 8
- TAG inh DAPI viability: 7

> O=C(COC(=O)C1=Cc2ccccc2OC1)NCc1ccccc1
- TAG inh: -11
- TAG inh DAPI viability: 1

Next records:
Each structure is followed by: TAG inh | TAG inh DAPI viability
Cc1nc(-c2ccccc2)[nH]c(=O)c1Oc1ccc(Cl)cc1Cl
    1 | -2
CCN(CC)C(=O)c1sc(NC(=O)c2cccs2)c(C#N)c1C
    -4 | 4
O=S(=O)(c1ccccc1)N1CCN(C(=S)NCCCN2CCOCC2)CC1
    9 | -7
Cc1ccc(SCC(=O)OCC(=O)NCc2cccs2)cc1C
    2 | 6
Cn1cnnc1SCc1ccc(C#N)cc1
    24 | -9
COc1ccc(/C=N/Nc2ccccn2)cc1OC
    -3 | -3
Cc1cccc(C(=O)N2CCN(c3ncnc4c3cnn4-c3ccccc3)CC2)c1
    5 | -9
Cc1cc(NC(=O)CSCC(=O)OCC(=O)c2ccc(Br)cc2)no1
    -7 | 4
O=C(CNC(=O)c1ccccc1)c1ccccc1
    30 | -3
CC(=O)N(c1ccccc1)c1ccccc1[N+](=O)[O-]
    5 | 0
Cc1ccc(NC(=O)C(=O)NCCN2CCN(C(=O)C(c3ccccc3)c3ccccc3)CC2)cc1
    6 | -5
COC(=O)c1ccc(NC(=O)c2c(C(=O)Nc3ccccc3)sc3nc(C)cc(=O)n23)cc1
    3 | -5
Cc1ccc(NC(=O)C2CCCN2S(=O)(=O)c2ccc(F)cc2)c(C)c1 (configuration not stated)
    -32 | 1

This is a subset; count on the stated rates, not on these rows.
